Assay outcomes: PubChem BioAssay, several laboratories
PPARg SRC-2 ag: agonists of SRC-2 recruitment by human PPARgamma; P37231; PPARgamma LBD-SRC-2 recruitment, biochemical; activation, % at 8 µM; 0.34% of 200,000 active; in the data active = activation above about 22%;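 also: 0% = vehicle and 100% = reference agonist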
Target sequence (P37231 whole entry, looked up, the tested form may be a part): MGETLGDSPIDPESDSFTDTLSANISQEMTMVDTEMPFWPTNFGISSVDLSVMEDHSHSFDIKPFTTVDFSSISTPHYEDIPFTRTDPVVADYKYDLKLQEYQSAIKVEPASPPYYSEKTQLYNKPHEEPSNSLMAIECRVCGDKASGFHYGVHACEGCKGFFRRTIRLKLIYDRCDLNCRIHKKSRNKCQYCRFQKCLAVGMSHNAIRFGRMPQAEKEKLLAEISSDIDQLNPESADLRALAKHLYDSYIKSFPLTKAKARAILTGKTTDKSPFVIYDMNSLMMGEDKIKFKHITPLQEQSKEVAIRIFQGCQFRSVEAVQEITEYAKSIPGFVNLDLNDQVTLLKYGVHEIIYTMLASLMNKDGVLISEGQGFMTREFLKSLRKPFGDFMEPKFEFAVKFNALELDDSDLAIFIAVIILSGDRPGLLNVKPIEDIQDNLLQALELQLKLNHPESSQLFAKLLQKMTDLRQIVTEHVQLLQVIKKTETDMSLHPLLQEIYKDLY
bIAP activator: increases bovine intestinal alkaline phosphatase activity; purified bovine IAP, CDP-star luminescence, 30 min; active compounds read high; fold of DMSO-control signal, blank-subtracted; activation factor at 20 µM; 0.17% of 200,000 active;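 active = activation factor of 2 or more at 20 µM, a signal rise over negative controls twice the positive control's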
bIAP inhibitor: blocks bovine intestinal alkaline phosphatase activity; 190,000 tested, under 10 active; purified bovine IAP, CDP-star luminescence, 30 min; inhibition, % at 20 µM;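 active = over 50% inhibition of intestinal alkaline phosphatase at 20 µM in the single-dose screen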
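System: Purified bovine intestinal alkaline phosphatase (IAP) enzyme | Input: IAP diluted 1/65,000,000 in the well | Also added: CDP-star chemiluminescent phosphatase substrate, 30 µM final | Dosing: 20 µM single dose | Times: Enzyme reaction for 30 min at room temperature | Detection: Luminescence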
TNAP act hi DEA: activators of human TNAP at high phosphate acceptor concentration; P05186; purified TNAP, CDP-star luminescence, 1 M DEA, 30 min; active compounds read high; 0 = EDTA background, 1 = DMSO-only activity; activation factor at 20 µM; 200,000 tested, under 10 active;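 active = activation factor at least 2 at 20 µM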
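Dosing: 20 µM single point. System: human TNAP. Amount: TNAP 1/800 final. Incubation: 30 min, room temperature. Read-out: TNAP activation factor scaled between EDTA and DMSO control wells. Signal: luminescence from CDP-star hydrolysis. Medium: 1 M DEA, pH 9.8, Mg2+, Zn2+. Control set: EDTA negative control, DMSO positive control.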
STAT1 inh: inhibitors of IFN-gamma induced STAT1 signaling; NIH 3T3 STAT1-luciferase reporter, luminescence; inhibition, % at 5.5 µM; 0.35% of 200,000 active; AID 920;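 active = inhibition above a set limit, the mean inhibition across all tested compounds plus 3 SD, cut at about 34% in these data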;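 also: 0% = IFN-gamma with DMSO and 100% = IFN-gamma with 300 µM nifuroxazide; values of inactives mirror those of a sister screen read the other way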
ROMK mod: human ROMK K+ channel modulation, primary screen | P48048 | Tet-inducible ROMK, thallium flux fluorescence; actives lie on both sides | B-score at 10 µM | 2% of 130,000 active | AID 1918;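 active = signal ratio slope over the read window, or its plate-corrected B-score, at least 3 SD from the plate mean, either direction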;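 also: B-score of the F/F0 ratio slope over 7 to 12 s after thallium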
Target sequence (P48048 whole entry, looked up): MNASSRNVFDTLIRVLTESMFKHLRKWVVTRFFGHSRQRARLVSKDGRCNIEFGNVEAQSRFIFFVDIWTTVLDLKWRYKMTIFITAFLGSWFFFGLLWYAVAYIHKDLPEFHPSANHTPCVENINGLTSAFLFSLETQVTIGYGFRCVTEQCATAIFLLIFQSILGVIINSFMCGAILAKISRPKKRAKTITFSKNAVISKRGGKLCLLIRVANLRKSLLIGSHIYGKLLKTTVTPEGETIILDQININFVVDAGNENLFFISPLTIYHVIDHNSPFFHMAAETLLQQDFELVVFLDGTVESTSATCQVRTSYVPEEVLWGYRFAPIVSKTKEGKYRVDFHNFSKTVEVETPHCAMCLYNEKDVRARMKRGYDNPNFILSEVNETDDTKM
PPARg SRC3 recr: promotes SRC-3 coactivator recruitment by human PPARgamma; P37231; biochemical PPARgamma/SRC-3 coactivator recruitment assay; activation, % at 8 µM; 0.26% of 200,000 active; AID 731; in the data active = activation above about 23%;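 also: 0% = DMSO and 100% = reference agonist; some compounds past the cut are filed as inactive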
PPARg SRC-1 ag: PPARgamma-driven SRC-1 recruitment agonism | P37231 | PPARgamma-SRC-1 coactivator recruitment biochemical assay | activation, % at 8 µM | 0.41% of 200,000 active; in the data active = activation above about 19%;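 also: 0% = DMSO and 100% = reference agonist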
STAT3 inh: reduces IL-6 driven STAT3 reporter signal | U3A cells, IL-6 STAT3-luciferase reporter, luminescence; host cell line lacks STAT1 | inhibition, % at 5.5 µM | 0.89% of 190,000 active | AID 862;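 active = inhibition above the mean inhibition across all screened compounds plus 3 SD, cut at about 44% in these data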;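 also: 0% = DMSO only wells and 100% = 100 µM nifuroxazide control wells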
SRC2 TRFRET art: counter-screen for PPARgamma SRC-2 recruitment agonists: TR-FRET artefact; active compounds read high; TR-FRET ratio at 8 µM; 0.4% of 200,000 active; in the data active = TR-FRET ratio above about 2000; also: inactives centre near 1500
STAT3 act: STAT3 signaling activation. U3A cells, IL-6 STAT3-luciferase reporter, luminescence; 100% = signal with IL-6 EC80 alone. activation (% of control), % at 5.6 µM. 0.91% of 190,000 active;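 active = activation above the screen-wide mean of compound activation plus 3 SD, cut at about 130% in these data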;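 also: 0% = background luminescence of wells with medium and substrate only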
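Material: STAT1-lacking human U3A cells, STAT3 luciferase reporter | Benchmarks: IL-6-only wells as 100% reference | Probe or stimulus: IL-6 (33 ng/mL) | Timing: Compound 1 h, then IL-6 6 h at 37 °C | Detection: Luminescence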
* = called active by the depositor; · = not tested or not shown.

SMILES	PPARg SRC-2 ag	bIAP activator	bIAP inhibitor	TNAP act hi DEA	STAT1 inh	ROMK mod	PPARg SRC3 recr	PPARg SRC-1 ag	STAT3 inh	SRC2 TRFRET art	STAT3 act
CS(=O)(=O)N1CCC(Oc2ccccc2C(=O)NCCCc2cccnc2)CC1	-5	1	-4	1	11	-1.1	5	1	0	1856	100
CC1(C(=O)NC(=S)N(CCC#N)Cc2cccnc2)CC1(Cl)Cl (centres undefined)	-2	0.9	5	1	5	0.59	-1	6	4	1567	98
COc1ccc(C(=O)Nc2ccc(N3CCCCC3)cc2)cc1Br	2	0.9	6	1	1	·	3	4	16	1548	88
COc1ccc(NS(=O)(=O)c2ccc(-n3nnc4ccccc43)c([N+](=O)[O-])c2)cc1	-2	0.9	7	1	-7	·	4	2	-5	1556	108
O=C(Nc1ccccc1)c1cc2ccccc2c(=O)s1	5	1	-3	1	-52	-0.36	1	-3	-6	1631	105
CCOC(=O)c1ccc2c(c1)nc(C)n2CC	-5	·	·	·	-33	·	11	-1	-2	1525	105
Nc1nc(Cn2nnc(-c3ccccc3F)n2)nc(N2CCOCC2)n1	0	0.9	9	1	-2	-0.71	-2	3	8	1562	97
O=C(CCCC(=O)N(CC(=O)NC1CCCCC1)Cc1ccc2c(c1)OCO2)Nc1ccccn1	1	1.3	-25	1	3	·	10	2	2	1519	100
C=CCSc1nnc(CNC(=O)c2ccccc2C)n1C(C)C	15	1.1	-12	1	-3	-0.75	3	2	8	1761	97
CCN1C(=O)/C(=C/c2cnn(CC)c2C)SC1=S	9	1	1	1	11	·	0	6	10	1389	94
COc1ccc2[nH]c(C)c(C(=O)CN(C)C)c2c1	7	1	3	1	8	1.3	-4	-5	-2	1503	102
COc1cc(OC)cc(-n2nnnc2SCC(=O)NCc2ccc3c(c2)OCO3)c1	4	0.9	9	1.1	1	0.13	2	4	1	1423	102
CNCc1c(C)nn(-c2ccccc2)c1C	10	0.8	20	0.9	1	0.53	8	6	4	1736	100
COc1ccc(CNC(=S)N/N=C/c2ccc(OC)c(OC)c2)cc1	-2	0.9	9	1	-2	0.97	-6	-6	7	1390	101
Cn1c(-c2ccccc2)cnc1SCC(N)=O	4	0.9	10	1.1	3	·	6	3	8	1342	97
Cc1cn(C(=O)c2ccccc2)c(=S)n1-c1ccc(Br)cc1	-1	0.9	8	1	4	·	-14	-2	7	1299	96
O=C(COc1ccccc1/C=C\c1[nH]c(=O)[nH]c(=O)c1[N+](=O)[O-])Nc1ccccc1	0	1	4	1	-19	0.46	0	5	0	1461	105
O=C(COC(=O)c1ccc(NS(=O)(=O)c2ccc3c(c2)OCCO3)cc1)NCC1CCCO1 (centres undefined)	9	1	1	1	-4	·	-1	-9	8	1342	97
CCn1nnnc1-c1ccc(OC)c(S(=O)(=O)Nc2ccc(C(=O)OC)cc2)c1	1	0.8	20	1	1	·	4	2	13	1631	91
CCN1CCN(Cc2c(O)ccc3c2O/C(=C\C=C\c2ccccc2)C3=O)CC1	-8	1	4	0.8	7	·	8	4	6	1684	96
N#CCC(=O)NNC(=S)NC(=O)C(c1ccccc1)c1ccccc1	-1	1.6	-64	1.1	-1	·	5	1	6	1632	97
CCOC(=O)c1cc[nH]c1C	-7	1	2	1.1	-2	1.3	-6	-2	5	1322	106
O=C(NCCCN1CCCCCC1)C1CCCN(S(=O)(=O)c2cccc3nsnc23)C1 (centres undefined)	-4	1	-4	1	7	-3.1	0	-4	-4	1568	110
COc1ccc(CCN2CC(C(=O)O)CC2=O)cc1OC (centres undefined)	-1	0.9	9	1	5	-0.1	7	3	4	1447	98
COc1ccc(NC(=O)Nc2nnc(-c3ccccc3SCc3ccccc3)s2)cc1	-1	0.9	7	1	-4	0.059	7	-2	-8	1549	106
CCc1ccc2oc(-c3cc(N)ccc3O)nc2c1	17	0.9	9	1	23	·	13	14	24	1573	88
CCS(=O)(=O)Nc1ccc(Cc2ccncc2)cc1	1	1	1	1	2	·	-2	0	8	1413	94
O=S1(=O)CC(O)C(Nc2ccccc2)C1 (centres undefined)	4	1	-1	1.1	-1	-0.17	6	6	7	1655	94
Cc1cccc(N(CC(=O)NC(C)(C)C)C(=O)CS(=O)CC(=O)Nc2ccc3c(c2)OCO3)c1 (centres undefined)	4	1.1	-5	1	-2	-1.1	5	5	12	1624	95
O=C(NCc1cccs1)c1cc2c(s1)CCCC2	-1	0.7	34	1	-31	-2.6	-4	-3	7	1442	97
CC(CS(=O)(=O)c1ccc2ccccc2c1)N1CCN(C2CCCCC2)CC1 (centres undefined)	-3	·	·	·	-1	-0.25	-16	1	4	1485	98
O=[N+]([O-])c1cc(C(F)(F)F)ccc1NCCCCNS(=O)(=O)c1ccc(Cl)cc1	-1	1.1	-6	1	0	-0.45	-4	-9	-3	1496	100
CS(=O)(=O)NCc1nnc(SCc2ccccc2C(F)(F)F)o1	1	1	4	1.1	-9	0.32	-3	0	1	1381	101
N#Cc1c2c(c(NCCOCCO)n3c1nc1ccccc13)CCCC2	8	1	0	1	12	-0.81	0	7	12	1642	94
O=C(NCCCOc1cccc(CN2CCCCC2)c1)c1ccc(Cl)c(Cl)c1	1	1	-2	1	-3	-3.5*	2	0	7	1681	94
CC(C)C(=O)Nc1cccc(NC(=O)c2cccnc2)c1	7	0.9	11	1.1	8	·	7	-4	4	1657	100
COc1ccc(Cl)cc1NS(=O)(=O)c1ccc(OC)c(OC)c1	2	0.9	6	1	0	-3.1*	-6	6	-2	1681	105
O=C1CC(NN2CCCCC2)C(=O)N1c1ccccc1 (centres undefined)	-6	0.9	7	1.1	-5	-0.43	-5	-2	5	1608	100
O=C(CCN1C(=O)c2ccccc2C1=O)Nc1ccc(-c2nc3ccccc3o2)cc1	-4	1	4	1	-22	·	-15	19*	14	1271	91
O=[N+]([O-])c1ccc(-c2ccc(S(=O)(=O)NCCN3CCCC3)cc2)cc1	4	1.2	-25	1.1	27	-2.4	8	3	39	1664	70
O=C(COC(=O)C1CC2C=CC1C2)NCc1ccc(F)cc1 (centres undefined)	5	1	-2	1	3	-1	1	-1	-3	1719	103
COc1ccc(NC(=O)c2sc(SC)nc2N)cc1	6	0.9	11	1	-25	·	-3	6	-35	1632	136*
S=c1[nH]nc(-c2ccco2)n1/N=C/C=C/c1ccccc1	8	0.9	12	1	4	1.1	19	5	22	1764	86
O=C(COc1ccccc1)Nc1ccccc1Cl	-8	0.9	8	1.1	-37	-0.21	-3	0	14	1277	96
CC(C)c1ccccc1NC(=O)COC(=O)C1(C)CC1(Cl)Cl (centres undefined)	0	1.1	-6	1.1	5	0.9	0	3	-11	1604	111
CCn1cc(/C=C(/C#N)S(=O)(=O)c2ccccc2)cn1	-5	0.9	10	0.9	5	·	-4	-4	0	1437	103
O=C(N/N=C/c1cc([N+](=O)[O-])ccc1O)NC12CC3CC(CC(C3)C1)C2	-1	1	-1	0.9	15	-0.8	-1	-7	17	1595	84
Fc1ccc(CN2CCCCCCC2)cc1F	7	1	4	1	-3	-0.086	-2	5	10	1368	94
N#Cc1c(N)nc2c(c1-c1ccc(Br)s1)CCCC2	2	0.9	8	1	6	·	0	4	2	1347	98
Cc1ccc(S(=O)(=O)NCC(=O)NC2CCCCCC2)cc1	6	1	2	1.1	0	·	2	9	11	1673	95
COc1cc(OC)c2c(=O)cc(-c3ccccc3)oc2c1	9	1.1	-8	1	-19	·	7	11	·	1759	·
COC(=O)c1ccccc1NC(=O)N1CCN(S(C)(=O)=O)CC1	-5	0.9	10	1.1	5	1.5	-4	-6	11	1533	95

As a short view, twelve of the compounds above.
SMILES	PPARg SRC-2 ag	bIAP activator	bIAP inhibitor	TNAP act hi DEA	STAT1 inh	ROMK mod	PPARg SRC3 recr	PPARg SRC-1 ag	STAT3 inh	SRC2 TRFRET art	STAT3 act
O=C(COC(=O)C1CC2C=CC1C2)NCc1ccc(F)cc1 (centres undefined)	5	1	-2	1	3	-1	1	-1	-3	1719	103
COc1ccc(NC(=O)c2sc(SC)nc2N)cc1	6	0.9	11	1	-25	·	-3	6	-35	1632	136*
S=c1[nH]nc(-c2ccco2)n1/N=C/C=C/c1ccccc1	8	0.9	12	1	4	1.1	19	5	22	1764	86
O=C(COc1ccccc1)Nc1ccccc1Cl	-8	0.9	8	1.1	-37	-0.21	-3	0	14	1277	96
CC(C)c1ccccc1NC(=O)COC(=O)C1(C)CC1(Cl)Cl (centres undefined)	0	1.1	-6	1.1	5	0.9	0	3	-11	1604	111
CCn1cc(/C=C(/C#N)S(=O)(=O)c2ccccc2)cn1	-5	0.9	10	0.9	5	·	-4	-4	0	1437	103
O=C(N/N=C/c1cc([N+](=O)[O-])ccc1O)NC12CC3CC(CC(C3)C1)C2	-1	1	-1	0.9	15	-0.8	-1	-7	17	1595	84
Fc1ccc(CN2CCCCCCC2)cc1F	7	1	4	1	-3	-0.086	-2	5	10	1368	94
N#Cc1c(N)nc2c(c1-c1ccc(Br)s1)CCCC2	2	0.9	8	1	6	·	0	4	2	1347	98
Cc1ccc(S(=O)(=O)NCC(=O)NC2CCCCCC2)cc1	6	1	2	1.1	0	·	2	9	11	1673	95
COc1cc(OC)c2c(=O)cc(-c3ccccc3)oc2c1	9	1.1	-8	1	-19	·	7	11	·	1759	·
COC(=O)c1ccccc1NC(=O)N1CCN(S(C)(=O)=O)CC1	-5	0.9	10	1.1	5	1.5	-4	-6	11	1533	95
